# Source: PubChem BioAssay
# Wee1 stabilizer: Wee1 degradation inhibitors, primary screen, cell-based, HeLa, Wee1K328M-luciferase, luminescence | HeLa Luc-Wee1K328M stability; 100% = proteasome inhibitor MG132 effect | reporter increase, % at 5 µM | Wee1-like protein kinase (Homo sapiens), P30291 | 220,000 tested, 1.2% active;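 active means activation above the mean of all tested compounds plus 3 SD, set per screening run, cut at about 8.8% in these data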;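 further: cells exposed to compound for 20 h before luminescence read; 0% = DMSO alone and 100% = MG132 at 30 µM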
# Target sequence (P30291 whole entry K328M): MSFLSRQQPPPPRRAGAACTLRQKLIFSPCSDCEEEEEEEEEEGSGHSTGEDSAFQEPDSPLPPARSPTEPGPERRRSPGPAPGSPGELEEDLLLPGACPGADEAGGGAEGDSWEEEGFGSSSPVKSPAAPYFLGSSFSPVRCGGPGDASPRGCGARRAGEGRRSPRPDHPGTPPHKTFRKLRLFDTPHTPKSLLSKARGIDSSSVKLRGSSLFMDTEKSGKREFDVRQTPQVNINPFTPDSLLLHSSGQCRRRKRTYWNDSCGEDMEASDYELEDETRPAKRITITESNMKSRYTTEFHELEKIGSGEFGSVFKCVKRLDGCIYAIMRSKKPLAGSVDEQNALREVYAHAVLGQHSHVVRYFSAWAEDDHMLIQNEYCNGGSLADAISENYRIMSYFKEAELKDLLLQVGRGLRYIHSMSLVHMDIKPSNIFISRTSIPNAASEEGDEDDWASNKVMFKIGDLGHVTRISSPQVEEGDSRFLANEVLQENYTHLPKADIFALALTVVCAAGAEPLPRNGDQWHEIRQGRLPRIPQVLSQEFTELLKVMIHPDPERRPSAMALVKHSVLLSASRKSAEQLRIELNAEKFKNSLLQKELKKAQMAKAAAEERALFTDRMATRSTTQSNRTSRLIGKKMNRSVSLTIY
# Mdm2 ligase inh: MDM2-luciferase reporter signal enhancers, primary screen, MDM2 E3 ligase inhibitor project, cell-based, luminescence, 1536-well; cell-based MDM2 ubiquitination luciferase reporter, 2 h; 0 = plate control, 100 = twice control, blank-subtracted; 210,000 tested, 0.11% active; AID 1230, 2008; signal enhancement, % at 5 µM;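 active means signal enhancement of 30% or more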;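 further: luminescence tracks abundance of the self-degrading MDM2-luciferase fusion protein; higher signal means inhibition of MDM2 E3 ligase activity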
#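 Timing – 2 h compound exposure at 37 °C · Assay system – mammalian cells stably expressing self-ubiquitinating, self-degrading MDM2 E3–luciferase fusion · Amount – 2000 cells seeded into each well · Measure – % luminescence enhancement versus blank-corrected plate control mean · Measured by – SteadyLite luminescence, 15 min reagent step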
# NPY-Y2 PAM-ag: NPY-Y2 potentiators or agonists, primary screen, cell-based | Neuropeptide Y receptor type 2 (Homo sapiens), P49146 | cells expressing NPY-Y2, potentiator/agonist read-out | activation, % at 3.6 µM | 220,000 tested, 0.45% active | AID 1359, 2008; in the data active means activation above about 27%;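 further: cells stimulated with NPY near EC25 plus isoproterenol at EC100; 0% = vehicle plus submaximal agonist and 100% = vehicle plus saturating agonist; some results beyond the cut were filed as inactive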
# Ba/F3 V617F tox: reduced viability of JAK2V617F-dependent Ba/F3 cells, primary screen, JAK2V617F inhibitor project, cell-based, Ba/F3 EpoR-JAK2V617F, luminescence. ATP luminescence. inhibition, % at 5.6 µM. 220,000 tested, 1.1% active. AID 1446, 2008;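 active means inhibition above the campaign mean plus 3 SD over all tested compounds, cut at about 24% in these data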;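 further: cytokine-independent growth of Ba/F3 cells driven by EpoR plus mutant JAK2; 0% = DMSO-treated cells and 100% = JAK inhibitor I control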
# eIF4E 4G PPI: eIF4E–eIF4G protein interaction inhibitors, primary screen, biochemical, uHTS, TR-FRET, eIF4GI fragment | Eukaryotic translation initiation factor 4E (Mus musculus) + Eukaryotic translation … | TR-FRET eIF4E-eIF4GI(517-606) binding, 2 h | inhibition, % at 21.7 µM | 220,000 tested, 0.37% active | AID 782, 2007;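 active means inhibition above about 30%, limit read from the data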;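 further: 0% = full FRET control wells and 100% = background wells lacking eIF4GI fragment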
# S1P4 antag: S1P4 receptor antagonists, primary screen, cell-based; inhibition, % at 4.98 µM; Sphingosine 1-phosphate receptor 4 (Homo sapiens), O95977; 220,000 tested, 0.26% active; S1P4-expressing cells, antagonist mode, reporter read-out; AID 1510, 2009; in the data active means inhibition above about 29%;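 further: 0% = wells stimulated with agonist and 100% = vehicle wells without agonist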
# Target sequence (O95977 whole entry, looked up): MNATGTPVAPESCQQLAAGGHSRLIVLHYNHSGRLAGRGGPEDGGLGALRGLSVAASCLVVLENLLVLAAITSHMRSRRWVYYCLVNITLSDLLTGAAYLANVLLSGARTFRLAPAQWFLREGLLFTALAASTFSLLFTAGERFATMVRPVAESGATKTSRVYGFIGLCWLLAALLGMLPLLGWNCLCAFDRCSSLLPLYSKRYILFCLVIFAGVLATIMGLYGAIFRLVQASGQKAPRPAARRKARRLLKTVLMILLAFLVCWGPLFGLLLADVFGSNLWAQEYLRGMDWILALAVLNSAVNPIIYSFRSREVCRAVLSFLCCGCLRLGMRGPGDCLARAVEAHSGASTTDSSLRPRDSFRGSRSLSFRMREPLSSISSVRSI
# BaF3 parental: parental Ba/F3 cell viability inhibition, counter-screen for JAK2V617F inhibitor project, murine pro-B, CellTiter-Glo luminescence | CellTiter-Glo ATP luminescence | inhibition, % at 5.6 µM | 220,000 tested, 1.1% active | AID 1486, 2009;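 active means inhibition above a per-campaign cutoff, the mean inhibition of all tested compounds plus 3 SD, cut at about 27% in these data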;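 further: 0% = DMSO wells and 100% = JAK Inhibitor I control wells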
# S1P4 ag: S1P4 receptor agonists, primary screen, cell-based. Sphingosine 1-phosphate receptor 4 (Homo sapiens), O95977. 220,000 tested, 0.35% active. activation, % at 4.98 µM. S1P4-expressing cell line, agonist reporter assay; in the data active means activation above about 11%;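 further: 0% = DMSO vehicle and 100% = reference agonist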
# PERK inh: block of dimerizer-induced PERK translation repression, primary screen, PERK inhibitor project, CHO PERK-DD cells, SEAP luminescence, HTS; CHO PERK-DD fusion, SEAP luminescence translation reporter; Eukaryotic translation initiation factor 2-alpha kinase 3 (Homo sapiens), Q9NZJ5; inhibition, % at 5.6 µM; AID 1416, 2008; 220,000 tested, 0.17% active;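 active means inhibition above the mean inhibition of all tested compounds plus 3 SD, set separately per screening campaign, cut at about 2.9% in these data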;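 further: PERK kinase domain activated by AP20187 dimerizer at 100 nM; 0% = DMSO with dimerizer and 100% = rapamycin at 8.4 µM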
# The depositor's hits bear a star; . = no result given; [ ] = another dose, or the depositor's remark. This is a random part of the collection, and some 4.1% of all compounds hit somewhere here.
# Results follow in this order: Wee1 stabilizer	Mdm2 ligase inh	NPY-Y2 PAM-ag	Ba/F3 V617F tox	eIF4E 4G PPI	S1P4 antag	BaF3 parental	S1P4 ag	PERK inh
> O=C(CCCc1ccccc1)c1ccc2c(c1)OCCO2
→ -5	-87	-23	5	1[fluorescence artefact?]	-19	5	-0.3	-0.2
> COc1cc(OC)cc(OCC(O)Cn2ccnc2)c1 (centres undefined)
→ 0	-11	-1	-1	5[fluorescence artefact?]	0	8	-1.1	0.4
> Fc1cccc(-c2oncc2-c2nnnn2-c2ccc(Cl)cc2)c1
→ 0	9	27	-4	0	-9	5	-3.2	1.8
> O=C(CSc1nnc(-c2ccccn2)n1Cc1ccco1)c1ccccc1
→ 6	-10	-2	-1	2	-14	4	-0.1	-0.7
> N/C(=N\OC(=O)/C=C/c1ccccc1)c1ccccn1
→ 4	-43	15	0	-2	-12	7	2.4	-0.2
> C/C(=N\NC(=S)Nc1cccc(C)c1)c1cccc(N)c1
→ -1	-15	5	1	0	-13	3	1.8	0.7
> COc1cccc(/C=C/C(=O)NCc2cn3cc(Cl)ccc3n2)c1
→ -1	0	-28	-2	1	-7	1	-1.3	0.2
> COc1ccc(NC(=O)c2ccco2)cc1NC(=O)c1cccnc1
→ 0	-10	-1	3	-3[fluorescence artefact?]	-6	4	0.7	0.0
> CC(NC(=O)C1CCC(C(C)(C)C)CC1)C(c1ccccc1)N1CCOCC1 (centres undefined)
→ -1	-14	-3	3	1	15	11	1.5	1.5
> O=S(=O)(N/N=C\c1ccc2c(c1)OCO2)c1ccc(Cl)cc1
→ 3	-18	-16	2	8	-3	1	-1.3	1.2
> COc1ccc(OCC(=O)N/N=C/c2ccc(N(C)C)cc2)cc1
→ -1	1	-2	0	1	-7	6	0.7	0.5
> Cc1cc(C)n2c(SC/C(O)=C(\C#N)c3nc4ccccc4[nH]3)nnc2n1
→ -1	-6	-3	1	9[fluorescence artefact?]	10	5	-0.4	-0.5
> CCN(CC)C(C)C#CCC(c1ccccc1)c1ccccc1 (centres undefined)
→ 1	.	-31	-3	-5	17	1	-0.2	-0.2
> O=C(Cn1ccc([N+](=O)[O-])n1)NCCc1c[nH]c2ccccc12
→ 2	-13	-3	-2	2	10	1	-1.1	2.4
> Cc1c(NC(=S)NC(=O)CC(C)C)c(=O)n(-c2ccccc2)n1C
→ 3	-3	3	4	3	-16	1	-0.1	0.0
> CNC(=O)/C(C#N)=C\c1ccc(CNS(=O)(=O)c2ccccc2)o1
→ 0	-11	9	0	0	-25	4	0.4	0.5
> CCCCNC(=O)CCc1nc2cccnc2n1Cc1ccc(OC)cc1
→ -2	-10	-14	-2	-9	6	3	-2.2	-1.2
> COCc1cc(C)nc(Nc2cc(C)ccc2C)c1C#N
→ 5	-8	8	-3	-8	-12	-1	-1.2	0.5
> Cn1nnnc1Sc1ccc(C(=O)O)cc1[N+](=O)[O-]
→ -4	-12	16	-4	-3	-2	-4	0.2	2.3
> COc1cc(OC)c(C2SCCN2S(=O)(=O)c2ccc(F)cc2)cc1OC (centres undefined)
→ -1	-1	5	1	-2	-23	1	1.0	-1.2
> O=C(NCc1ccco1)c1sc(=S)n2c1[nH]c(=O)c1ccccc12
→ 1	-10	-3	1	4[fluorescence artefact?]	-13	91*	0.2	0.7
> Cc1ccc(S(=O)(=O)N2CCOCC2)cc1C(=O)OCC(=O)Nc1ccc2c(c1)OCO2
→ 0	-10	-29	5	-1	0	3	-0.7	-2.3
> CCCCn1c(=N)n(CC(O)COc2cccc(C)c2)c2ccccc21 (centres undefined)
→ 1	-2	-22	17	2	9	40*	-1.1	-1.4
> CC(C)CC(=O)Nc1ccc(S(=O)(=O)NCc2ccco2)cc1
→ -3	14	-21	-3	-2	2	2	1.4	0.2
> O=C(CSCc1c(Cl)cccc1Cl)NN=C1CCCC1
→ 0	-16	2	-4	1	-3	-1	1.2	-0.2
> COC(=O)C1CC(O)CN1C(=O)NC1CCCCC1 (centres undefined)
→ 0	-18	5	-3	2	4	1	-0.8	0.8
> CC(NC(=O)CCc1ccc(S(=O)(=O)NC2CCCCC2)cc1)c1ccccc1 (centres undefined)
→ -2	-5	9	-4	-8	-2	2	3.9	-0.9
> OCC1(Cc2cccc(Cl)c2)CCCN(Cc2sc(N3CCCC3)nc2Cl)C1 (centres undefined)
→ -2	-6	-1	-2	-3	-5	1	-0.4	-0.7
> Cc1cccc(NC(=S)NCC(c2cccnc2)N2CCOCC2)c1C (centres undefined)
→ -3	-4	14	1	7	1	9	0.2	0.1
> CC1CC(=O)c2cn3c(nc2C1)nc1ccccc13 (centres undefined)
→ 0	-20	-17	1	-3	-5	4	-1.7	-0.6
> c1ccc(COc2cccc(CNCc3cccnc3)c2)cc1
→ -1	-4	-5	4	0	-10	6	0.7	-0.3
> COc1ccccc1[C@@H]1C(c2ccc(F)cc2)=NN(c2ccccc2)[C@H]1C(=O)N1CCOC1=O
→ 2	.	14	0	-1	-5	5	1.1	-0.1
> O=C(NC1CCCCC1)C1CCCN(S(=O)(=O)c2cccc3cccnc23)C1 (centres undefined)
→ -2	3	-32	1	5	1	-6	0.5	-1.7
> CC(=O)OC1CC(c2cc(C(C)(C)C)c(O)c(C(C)(C)C)c2)=NO1 (centres undefined)
→ 2	-8	6	-3	-1	0	-3	0.0	1.1
> COC(=O)c1c(NC(=O)COC(=O)c2ccc(Cl)cc2[N+](=O)[O-])sc2c1CCCCC2
→ -2	-9	1	0	2	-11	2	-1.3	1.2
> CSc1sc(C(=O)OC(C)C)c2c1C(=O)CC(C)(C)C2
→ -1	-14	2	-2	-3	12	3	0.9	-0.3
> Cc1ccc(/C=N/NC(=O)CSc2nc3ccccc3c(=O)n2-c2ccccc2)s1
→ 0	.	2	-5	4	-12	3	0.1	0.1
> Cc1cc(C)n(-c2c(F)c(F)c(CN3CCOCC3)c(F)c2F)n1
→ 1	-6	-3	-3	2[fluorescence artefact?]	-4	1	-0.2	0.7
> CCc1ccccc1NC(=O)c1cnccn1
→ 2	-4	-6	-6	6	-28	0	0.7	0.8
> CCSC(=O)N(CC)CC(=O)Nc1c(CC)cccc1CC
→ -1	-3	-4	-4	11	-13	1	-2.2	-0.8
> CN1/C(=C\C(=S)NC(=O)c2cccc(Br)c2)C(C)(C)c2ccccc21
→ 6	-7	-6	59*	-1	-8	64*	2.4	-0.1
> O=C(CSc1c2c(nc3ccc(Cl)cc13)CCCC2)NCCCN1CCOCC1
→ 3	-2	-4	-5	-2	16	-3	-0.7	1.3
> Cc1ccc(-c2nn3c(C)nnc3s2)cc1NC(=O)c1ccco1
→ 1	-1	7	-5	-3	12	-3	0.5	1.1
> Cc1cccc(N=N/C(=C\O)C(=O)c2ccc(Br)cc2)c1
→ 3	-12	12	-2	0	-14	6	0.9	0.3
> CCOC(=O)c1sc(Nc2nc(OC)cc(OC)n2)nc1C
→ 6	-23	-22	5	0	6	6	64*	0.7
> CCOc1ccc(S(=O)(=O)Nc2ccccc2C(=O)Nc2ccccc2N2CCOCC2)cc1
→ 0	-7	3	1	-2	-18	5	2.7	0.8
> CCc1nnc(NC(=O)CSc2nnnn2-c2cccc(C(=O)OC)c2)s1
→ 1	-12	-14	3	-5	2	4	-0.7	0.7
> CCOc1ccc(NC(=O)c2ccccc2NS(=O)(=O)c2ccc(F)cc2)c([N+](=O)[O-])c1
→ -4	-7	18	2	1	-13	2	3.5	-0.2
> CCS(=O)(=O)N1N=C(c2cccc(NS(C)(=O)=O)c2)CC1c1ccccc1 (centres undefined)
→ -2	-8	2	0	-1	-2	4	0.7	0.1
> O=C(CSc1ccc(-c2ccccc2)nn1)Nc1ccc2c(c1)OCCO2
→ 5	.	-15	46*	0	-8	8	-2.1	0.8
> COc1ccc(-c2nnc(SCC(=O)Nc3ccc(Cl)cc3)n2C)cc1
→ -2	-19	11	-4	-1	-4	2	-0.2	0.6
> O=C1Nc2ccccc2C1Cc1ccccn1 (centres undefined)
→ 2	-11	0	-5	-2	8	-2	-2.1	0.9
> Cc1ccc(NC(=O)N(CCCN2CCOCC2)Cc2cccs2)cc1C
→ -1	-18	-8	4	-2[fluorescence artefact?]	5	6	0.4	-0.9
> CC(=O)Nc1ccc(C(=O)CSc2nc3ccccc3n2CC(=O)N2CCCC2)cc1
→ -1	-4	3	-1	-8[fluorescence artefact?]	2	2	-1.7	1.2
> Cc1oc(-c2cc(F)ccc2F)nc1CN1CCN(c2cnccn2)CC1
→ -1	0	2	0	-2	-19	10	-0.6	-0.6
> CCc1ccc(NC(=O)CSc2nnc(SCC(=O)Nc3ccc(CC)cc3)n2N)cc1
→ -1	-14	4	-1	-5	-13	2	-4.3	0.8
> O=C(NCCCN1CCOCC1)C(=O)N/N=C/c1ccc2c(c1)OCO2
→ -5	-6	3	1	-2	-2	4	0.0	0.6

# By substructure: those above with a Cl atom.
# Results follow in this order: Wee1 stabilizer	Mdm2 ligase inh	NPY-Y2 PAM-ag	Ba/F3 V617F tox	eIF4E 4G PPI	S1P4 antag	BaF3 parental	S1P4 ag	PERK inh
> Fc1cccc(-c2oncc2-c2nnnn2-c2ccc(Cl)cc2)c1
→ 0	9	27	-4	0	-9	5	-3.2	1.8
> COc1cccc(/C=C/C(=O)NCc2cn3cc(Cl)ccc3n2)c1
→ -1	0	-28	-2	1	-7	1	-1.3	0.2
> O=S(=O)(N/N=C\c1ccc2c(c1)OCO2)c1ccc(Cl)cc1
→ 3	-18	-16	2	8	-3	1	-1.3	1.2
> O=C(CSCc1c(Cl)cccc1Cl)NN=C1CCCC1
→ 0	-16	2	-4	1	-3	-1	1.2	-0.2
> OCC1(Cc2cccc(Cl)c2)CCCN(Cc2sc(N3CCCC3)nc2Cl)C1 (centres undefined)
→ -2	-6	-1	-2	-3	-5	1	-0.4	-0.7
> COC(=O)c1c(NC(=O)COC(=O)c2ccc(Cl)cc2[N+](=O)[O-])sc2c1CCCCC2
→ -2	-9	1	0	2	-11	2	-1.3	1.2
> O=C(CSc1c2c(nc3ccc(Cl)cc13)CCCC2)NCCCN1CCOCC1
→ 3	-2	-4	-5	-2	16	-3	-0.7	1.3
> COc1ccc(-c2nnc(SCC(=O)Nc3ccc(Cl)cc3)n2C)cc1
→ -2	-19	11	-4	-1	-4	2	-0.2	0.6
